High-throughput results (PubChem)
TSHR antag: antagonists of human thyroid stimulating hormone receptor; P16473; TSHR-expressing cells, TSH-stimulated cAMP HTRF, 2 h; hits give low values; activity change, negative = inhibition, % at 11.5 µM; 330,000 tested, 0.2% active;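 active means activity change below a set negative limit, meaning inhibition stronger than a set level, cut at about -70% in these data; inconclusive means activity change between two set negative limits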; further: on the % scale 0 is the no-effect control and ±100 the full control effect
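Cell-based HTRF cAMP assay; TSHR cells + compound, TSH EC80 (4nM final), 2 h, 37 deg C. Lysis with anti-cAMP cryptate and cAMP-d2, 30 min RT, read 665/620 nm.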
KCNH2 3.1 inh: inhibitors of human KCNH2 3.1 potassium channel isoform; U2OS KCNH2 3.1, thallium flux FluxOr; hits give low values; activity change, % (tested at about 1.8 µM); 340,000 tested, 0.95% active;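 active means maximum activity change below -70%; inconclusive means maximum activity change from -70% to -50%; inactive means maximum activity change above -50%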;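 further: thallium influx rate constant from kinetic fluorescence after stimulation buffer; on the % scale 0 is the no-effect control and ±100 the full control effect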
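U2OS cells transduced with KCNH2 3.1 mutant virus (1.77 x 10^8 /mL, 4 h), plated overnight at 37 C, loaded 45 min with FluxOr dye plus Red40 quencher. Thallium flux rate constant from kinetic reads after stimulation buffer, normalised to controls.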
TCR act: activates T cell receptor signaling; Potency, µM (titrated, usually from 9.22 µM), for inactives: top-dose activation of IL-2 secretion, hits mostly activators; 330,000 tested, under 10 active; AID 504894; primary human leukocytes, anti-CD3, IL-2 HTRF, 48 h; further: % of control where 0% means no effect
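Using a-CD3 beads without co-stimulation, primary human leukocytes were exposed to compounds for 48 hr. An HTRF IL-2 kit measured the cytokine, with europium-to-d2 energy transfer producing emission at 665nm upon 320nm excitation.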
KCNH2 WT inh: inhibitors of human wildtype KCNH2 potassium channel; U2OS, BacMam KCNH2, thallium flux FluxOr; hits give low values; 340,000 tested, 0.37% active; activity change, % at 1.84 µM; AID 720551; Q12809;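 active means maximum activity change below -70%; inconclusive means maximum activity change between -70% and -50%; inactive means maximum activity change above -50%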; further: on the % scale 0 is the no-effect control and ±100 the full control effect
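U2OS cells were transduced with wild-type KCNH2 virus (2.03 x 10^8 / mL) for 4 h at room temperature, then cultured overnight at 37 C. Thallium flux was read with FluxOr dye. Rate constants were normalized to DMSO controls.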
ELG1 repair inh: ELG1-dependent DNA repair inhibition; Potency, µM (titrated, usually from 46.1 µM), inactives show at the top dose activity change, negative = inhibition, actives largely listed as inhibitors; 330,000 tested, 2.3% active; AID 504467; HEK293T ELG1-luciferase reporter, luminescence, 16 h; DNA damage induced by 5-fluorouridine; further: potency means the concentration at half of the fitted maximal effect; on the % scale 0 is the no-effect control and ±100 the full control effect; nearly all actives have a fitted effect of over 55% in size
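DMSO vehicle served as the neutral condition. Each well held 2,000 cells given 5-fluorouridine plus compound; after 16 hr at 37 °C/5% CO2, ONE-Glo was added and luciferase measured 30 min later.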
USP2a inh: blocks human ubiquitin-specific protease USP2a; 330,000 tested, 0.01% active; O75604; USP2 core, Ub-CHOP2 coupled fluorogenic reporter, 485/531; AID 463254; Potency, µM (doses to about 38.3 µM), for the others: top-dose activity change, negative = inhibition, actives largely listed as inhibitors;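 further: potency means the concentration at half of the fitted maximal effect; plate controls were DMSO wells for no effect and full inhibition by NEM control for full effect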
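USP2 core (10nM final) preincubated 30min RT with compound in 20mM Tris-HCl pH 8.0, 2mM CaCl2, 2mM beta-mercaptoethanol, 0.05% CHAPS; 25nM Ub-CHOP2 plus 25nM reporter substrate added, fluorescence (Ex485/Em531) read after 60min.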
Mito fusion act: blocks mitochondrial division or promotes mitochondrial fusion; S. cerevisiae fusion-defective mutant growth rescue, CellTiterGlo 48 h; Potency, µM (doses to about 46.1 µM), for inactives: at the highest dose growth rescue (activation), actives largely listed as activators; 320,000 tested, 0.23% active;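 further: potency means the concentration at half of the fitted maximal effect; % of control where 0% means no effect; nearly all actives have a fitted effect of over 45% in size; temperature-sensitive fusion mutants such as fzo1-1 at 37 °C on non-fermentable ethanol glycerol medium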
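Luminescent cell viability in 1536-well qHTS format served as the measure of rescued growth in ts fusion-mutant S. cerevisiae cultured on non-fermentable YPEG for 48 hours at 37C.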
A-T KAP1 phos: potential ataxia-telangiectasia treatment; AID 485349; Potency, µM (doses to about 57.5 µM), without a hit: top-dose activation, usual class: activators; […] A-T fibroblasts, KAP-1 phosphorylation AlphaLISA; neocarzinostatin DNA damage 30 min before lysis; 320,000 tested, 0.19% active; further: potency means the concentration at half of the fitted maximal effect; % of control where 0% means no effect; nearly all actives have a fitted effect of over 45% in size
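hTERT-immortalized A-T patient fibroblasts ([…]), 500 cells/well in OPTI-MEM, 1% FBS, got compounds for 60 min, then NCS for 30 min at 37C. Lysates were then assayed for phospho-KAP-1 by AlphaLISA (anti-pKAP1 donor, anti-KAP1 acceptor beads), 6 hr at 25C.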
TRPV1 ag: human TRPV1 agonism. TRPV1-expressing cells, Fluo-8 calcium influx, agonist mode. activation, % at 8.33 µM. 320,000 tested, 0.19% active; in the data active means activation above about 80%; inconclusive means between about 30% and that limit; further: 0% is about no effect
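Cells expressing TRPV1 were dye-loaded with Fluo-8 and read kinetically: 10 s baseline, 3 min after compound (agonist portion), then 2 min after EC20 capsaicin (allosteric enhancer portion). Calcium-bound dye fluorescence at 480/520 nm.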
Eya2 phos inh: Eya2 (human) phosphatase inhibition. O00167. recombinant Eya2, OMFP fluorescence dephosphorylation (OMFP is methylfluorescein phosphate). Potency, µM (highest dose often 76.9 µM), for the others: top-dose activity, negative = inhibition, hits mostly inhibitors. 330,000 tested, 0.006% active. AID 488837; further: potency means the concentration at half of the fitted maximal effect; on the % scale 0 is the no-effect control and ±100 the full control effect
Target sequence (O00167 whole entry, looked up): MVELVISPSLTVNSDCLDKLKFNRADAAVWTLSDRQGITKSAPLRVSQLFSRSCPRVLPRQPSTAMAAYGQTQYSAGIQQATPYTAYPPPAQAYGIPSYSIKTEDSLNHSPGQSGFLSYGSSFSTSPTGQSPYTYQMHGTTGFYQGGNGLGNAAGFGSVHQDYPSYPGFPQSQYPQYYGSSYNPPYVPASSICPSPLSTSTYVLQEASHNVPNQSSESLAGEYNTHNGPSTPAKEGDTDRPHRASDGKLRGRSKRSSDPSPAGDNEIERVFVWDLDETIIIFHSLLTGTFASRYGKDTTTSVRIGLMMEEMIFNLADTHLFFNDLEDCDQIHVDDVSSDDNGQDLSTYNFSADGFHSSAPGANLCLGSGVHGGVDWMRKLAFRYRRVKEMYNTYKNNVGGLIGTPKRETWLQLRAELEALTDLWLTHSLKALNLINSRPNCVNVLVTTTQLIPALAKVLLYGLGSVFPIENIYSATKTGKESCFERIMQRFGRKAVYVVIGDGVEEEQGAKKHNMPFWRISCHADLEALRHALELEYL
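Eya2 protein (added as 0.2 uM solution) was preincubated with compound for 10 min at ambient temperature in 50 mM HEPES pH 7.5, 50 mM NaCl, 5 uM MgCl2, 0.05% BSA, 1 mM DTT. OMFP (added at 50 uM) then reacted 10 min; fluorescence read at 485/525 nm.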
The depositor's hits bear a star; ? = inconclusive; . = not tested or not shown; [ ] = dose if it differs, or a comment. Unless noted, the call rests on the fitted dose curve; in most records, active means well fitted curve in the direction sought with a large enough effect; inconclusive means small, poorly fitted or top-dose-only effect, or another doubt; inactive means no such curve, though single readings can be large; an effect the other way counts as inactive or inconclusive. An excerpt (hit frequency here may not be typical).

structure,TSHR antag,KCNH2 3.1 inh,TCR act,KCNH2 WT inh,ELG1 repair inh,USP2a inh,Mito fusion act,A-T KAP1 phos,TRPV1 ag,Eya2 phos inh
COc1ccccc1-n1c(SCC(=O)NC2CCS(=O)(=O)C2)nc2cc([N+](=O)[O-])ccc21 (centres undefined),9,-14,4%[46.1 µM],17,-1%,-2%,-10%,6%,4,-8%
CCCOc1ccc(CNC(=O)Cn2ncc3ccccc32)cc1,30,-12,-3%,-6,?,-1%,6%,75%,.,7%
CCN(CC(=O)NCc1ccc(F)cc1)C(=O)c1ccc(COc2ccccc2)cc1,8,-16,-3%,-9,?,-1%,-2%,-2%,13,7%
CC(C)c1ccc(NC(=S)N2CCCC(c3ccc(F)cc3)=N2)cc1,-10,-19,-6%,14,-4%,-3%,7%,3%,4,1%
N#CC1=C(N)NC(=S)C(C(N)=O)C1c1ccccc1F (centres undefined),-10,-1,0%,-4,-4%,0%,11%,-9%,1,16%
COc1ccc(NC(=S)Nc2ccc(OCc3ccccc3)cc2)c(OC)c1,-1,-11,2%[46.1 µM],-1,-14%,-8%,?,-4%,5,-3%
COc1cc(NC(=O)c2cc(C)no2)c(OC)cc1Cl,-10,-18,9%,0,-4%,-2%,7%,3%,2,16%
c1ccc2nc3c(cc2c1)CCCCCC3,-6,-12,4%,-12,-2%,2%,-4%,3%,9,20%
CC(=O)CCc1c[nH]c2c(C(=O)O)cccc12,-5,0,1%,0,29%,1%,5%,4%,-2,9%
Cc1noc(C)c1NC(=O)Nc1ccc2c(c1)C(=O)N([C@H](C)CO)C[C@H](C)[C@@H](CN(C)C(=O)Nc1ccc(C(F)(F)F)cc1)O2,16,9,5%,12,4%,-1%,.,17%,.,-31%
O=C(O)CCC(=O)NNc1nc(-c2ccccc2)c2cc(Cl)ccc2n1,-14,1,4%,3,-7%,-5%,0%,-12%,1,-15%
COC(=O)c1cn(NC(=O)C2CCC(C(C)(C)C)CC2)c(=O)c2ccccc12 (centres undefined),-8,8,.,13,?,1%,6%,0%,6,-14%
CS(=O)(=O)C1=NSC2=NC(=O)/C(=C\c3cccn3-c3ccc(Cl)cc3)C(=N)N21,-13,-16,0%[46.1 µM],17,16%,-3%,1%,-3%,12,9%
O=C(CCn1c(=S)oc2ccccc21)Nc1cccc(O)c1,-5,-4,-3%,-13,-5%,2%,-1%,1%,11,-6%
COc1cc(/C=N/NC(=O)Cc2csc(C)n2)ccc1OCC(C)C,-2,4,16%,20,6%,2%,3%,4%,21,9%
CSCCC(Nc1ccc(S(=O)(=O)N2CCOCC2)cc1[N+](=O)[O-])C(=O)OCC(=O)NCC(C)C (centres undefined),4,6,6%[46.1 µM],-3,-9%,-1%,-1%,5%,3,-3%
CCOC(=O)C1=C(N)c2ccccc2CC1C(C)C (centres undefined),-22,1,-5%,-16,-12%,1%,3%,3%,25,-6%
Cc1c(NC(=O)COC(=O)/C=C/c2ccc(Cl)cc2)c(=O)n(-c2ccccc2)n1C,2,12,-3%,2,8%,2%,19%,1%,-1,-16%
COCCN(C(=O)CSc1nnc(-c2cccc(F)c2)n1N)c1c(N)n(Cc2ccccc2)c(=O)[nH]c1=O,12,-23,1%,2,8%,0%,-3%,10%,-4,10%
Cc1ccc(N(C(=O)Cc2cccs2)C2C=CS(=O)(=O)C2)cc1Cl (centres undefined),-2,3,4%,-2,5%,3%,2%,-2%,7,-7%
COC(=O)c1cc(C#N)c(Oc2ccc(OC)cc2)nc1C,2,6,3%,-1,-10%,1%,0%,-2%,-6,-15%
CCc1c(C)nc2ncnn2c1Nc1ccc(C(C)=O)cc1,-3,-8,-6%,23,?,0%,-1%,2%,-1,7%
CCCCN(C(=O)Cc1cccs1)c1nnc(-c2cccnc2)s1,-11,6,11%[46.1 µM],14,?,2%,7%,0%,-1,1%
CC(C)CN(C(=O)COC(=O)CCC(=O)c1ccc(Cl)cc1)c1c(N)n(Cc2ccccc2)c(=O)[nH]c1=O,3,2,4%,0,15%,0%,0%,1%,0,-2%
O=C(NCc1ccccn1)c1ccc(Cl)c(S(=O)(=O)NCc2ccccc2)c1,5,3,10%,-4,-1%,1%,-2%,5%,1,-16%
CC(C)c1ccc(S(=O)(=O)N2CCN(C(=O)C3CCCCC3)CC2)cc1,3,-5,6%,-15,1%,1%,23%,10%,?,-17%
CCCCn1nnnc1NCc1ccc(C)s1,-3,10,5%[46.1 µM],-12,4%,-2%,-2%,-3%,4,5%
O=C(c1cc2ccccc2cc1O)N1CCCC1,0,19,-17%,3,-5%,0%,2%,-1%,-2,-7%
CCc1c(C)n2nc(C)cc2[nH]c1=O,5,10,1%,0,11%,0%,-3%,-3%,-3,36%
COc1ccc(C(=O)c2ccc(N3CCOCC3)cc2)c(OC)c1,-6,-23,-2%,11,8%,0%,-1%,-1%,2,-12%
CC(C)Nc1c([N+](=O)[O-])c(=O)oc2ccccc12,-4,-1,10%,-2,4%,-1%,-9%,3%,2,-6%
c1cncc(CSc2ccc(-c3ccc4c(c3)OCO4)nn2)c1,-12,-2,0%,-3,?,-8%,1%,3%,7,-12%
CN1C(=O)Cc2cc(S(=O)(=O)NCc3c(F)cccc3Cl)ccc21,-7,-11,-1%,0,0%,2%,1%,3%,2,1%
O=c1cc(CO)occ1OCc1cccc(C(F)(F)F)c1,-3,16,1%,0,10%,0%,0%,5%,8,2%
O=C(NCCCn1ccnc1)c1cccc(Br)c1,-3,2,2%,-1,-5%,5%,1%,5%,0,-21%
O=C(CCCNC(=O)c1ccc(Cl)cc1)NCc1ccccc1Cl,-8,14,-6%,.,1%,1%,-23%,21%,15,4%
CC1CC(C)CN(C(=O)COC(=O)c2ccc3c(c2)OCO3)C1 (centres undefined),1,6,-3%,2,?,1%,5%,14%,4,4%
O=C(NCCCN1CCOCC1)c1ccc2c(=O)n(Cc3ccc(Cl)cc3)c(=S)[nH]c2c1,-1,-9,3%,-1,3%,1%,-1%,-6%,0,-16%
CCN(Cc1ccncc1)C(=O)CSc1ccc2ccccc2c1,18,12,-1%,4,?,0%,-4%,3%,16,-3%
COc1ccc(S(=O)(=O)Nc2ccc3c(c2)C(=O)N([C@H](C)CO)C[C@H](C)[C@@H](CN(C)C(=O)Nc2ccccc2)O3)cc1,-12,5,3%,-7,19%,3%,.,3%,.,9%
COc1ccc(CNC(=O)[C@@H](NC(=O)C2CCN(S(=O)(=O)c3ccccc3)CC2)C(C)C)cc1,18,20,-4%,-4,3%,3%,-2%,10%,0,1%
O=C(COC(=O)Cn1cnc2ccccc21)Nc1ccc(F)c(F)c1,-27,3,-6%[46.1 µM],-1,10%,3%,.,25%,.,-23%
CCn1cc(C(=O)NNC(=O)c2ccc(Cl)cc2)c(=O)c2ccc(C)nc21,-35,.,.,.,-13%,0%,4%,22%,-1,-5%
CCOc1ccc(C(=O)OCC(=O)NC2CCCC2)cc1OCC,-1,-32,1%,3,9%,-1%,11%,10%,1,12%
CCCCn1c(N)c(NCC)c(=O)[nH]c1=O,16,0,0%,-1,14%,-2%,-5%,6%,1,-6%
CCCN(CC(=O)Nc1cc(C)on1)CC(=O)Nc1ccccc1C,-6,6,-5%,-9,2%,0%,-8%,-2%,3,13%
c1ccc(-c2nc(N3CCCCCC3)c3ccccc3n2)nc1,17,?,-3%,-11,2.6µM*,-11%,1%,4%,?,3%
O=C(c1ccco1)N1CCN(c2ccc(S(=O)(=O)N3CCCC3)cc2)CC1,-5,6,.,1,-20%,-1%,1%,8%,-2,-4%
